LmPK inh – inhibitors of Leishmania mexicana pyruvate kinase; 0.37% of 290,000 active; AID 1721; Potency, µM (doses to about 57.5 µM), for the others: at the highest dose activity change, negative = inhibition, usual class: inhibitors; Q27686; purified LmPK, Kinase-Glo ATP luminescence, 1 h; also: potency is read from the fitted curve at half-maximal effect; % is scaled to controls: 0 for no effect and ±100 for the full control effect
Target sequence (Q27686 whole entry, looked up): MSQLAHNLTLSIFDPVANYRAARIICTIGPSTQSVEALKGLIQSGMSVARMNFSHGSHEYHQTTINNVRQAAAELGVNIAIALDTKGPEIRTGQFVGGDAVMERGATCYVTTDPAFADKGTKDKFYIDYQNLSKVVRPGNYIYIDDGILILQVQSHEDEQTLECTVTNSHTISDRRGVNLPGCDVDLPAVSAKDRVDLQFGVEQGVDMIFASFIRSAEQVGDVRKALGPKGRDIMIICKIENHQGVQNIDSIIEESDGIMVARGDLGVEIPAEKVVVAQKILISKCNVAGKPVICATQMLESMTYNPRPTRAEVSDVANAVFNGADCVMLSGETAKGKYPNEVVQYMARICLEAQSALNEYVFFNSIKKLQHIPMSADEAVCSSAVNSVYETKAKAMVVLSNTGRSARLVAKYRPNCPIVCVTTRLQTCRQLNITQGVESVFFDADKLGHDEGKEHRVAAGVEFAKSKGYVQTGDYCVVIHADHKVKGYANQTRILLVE
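Screened at intermediate enzyme activity to detect both inhibitors and activators: LmPK at 0.1 nM, with a 0.5 nM enzyme column as activation reference. PEP 0.5 mM, ADP 0.1 mM; ATP detected by luminescence after 1 h.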
Pf growth 48h – P. falciparum growth inhibition at 48 hours (one generation); 5.9% of 310,000 active; AID 504832; Potency, µM (top dose mostly 28.7 µM), without a hit: at the top dose activity change, negative = inhibition, actives largely listed as inhibitors; P. falciparum luciferase growth in erythrocytes, 48 h; also: potency is read from the fitted curve at half-maximal effect; % is scaled to controls: 0 for no effect and ±100 for the full control effect
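Compounds are pin-transferred into medium, infected erythrocytes (2% hematocrit, 0.1% parasitemia final) are added, and plates sit one parasite generation at 37 C in 5% CO2. Detection reagent is then added and luminescence measured.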
TbPYK inhibitor – inhibitors of Trypanosoma brucei pyruvate kinase. Q57TT1. TbPYK enzyme, Kinase-Glo Plus ATP luminescence, 45 min. Potency, µM (top dose mostly 76.8 µM), for the others: top-dose activity, negative = inhibition, most hits filed as inhibitors. 0.12% of 410,000 active; also: potency is read from the fitted curve at half-maximal effect; % is scaled to controls: 0 for no effect and ±100 for the full control effect; nearly all actives have a fitted effect of over 50% in size
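Enzyme and substrate buffer are dispensed first and compound is pin-transferred. ADP at 130 uM final then starts the reaction, which runs 45 min at room temperature. Detection reagent is added for 10 min before luminescence is imaged.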
HCV inhibitor – HCV inhibition. Huh7.5.1 HCVcc-Cre infection, luciferase reporter, 44 h. Potency, µM (series often up to 41.8 µM), inactives show at the top dose activity change, negative = inhibition, hits mostly inhibitors. 3.4% of 340,000 active; also: potency is read from the fitted curve at half-maximal effect; % is scaled to controls: 0 for no effect and ±100 for the full control effect
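Infectious HCV cell culture screen: compound-treated cells (1,000/well, pre-plated 4 h) are infected with HCVcc-Cre at roughly 0.5 moi and grown 44 h. Infection is quantified by luciferase signal after 15 min substrate incubation at room temperature.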
Pf growth 96h – P. falciparum growth inhibition at 96 hours | P. falciparum luciferase reporter growth, 96 h | Potency, µM (titrated, usually from 28.7 µM), without a hit: at the top dose activity change, negative = inhibition, most hits filed as inhibitors | 6.9% of 320,000 active | AID 504834; also: potency is read from the fitted curve at half-maximal effect; % is scaled to controls: 0 for no effect and ±100 for the full control effect
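Plates of compound plus infected erythrocytes (2% hematocrit, 0.05% parasitemia final) incubate 96 hours, 37 C, 5% CO2. Detection reagent added; reduced luminescence from the parasites' luciferase reporter flags inhibition.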
CHX counter – counter-screen hit for Shiga toxin inhibitors, cycloheximide | cell reporter, cycloheximide protein synthesis inhibition counterscreen | max response, % | 12% of 300,000 active | AID 2314; in the data active = max response mostly above about 13%, no sharp cut-off; inactive = mostly below about 14%; also: read at 38.3 µM for the half of the compounds with a filed dose; 0% is about no effect
Shiga toxin inh – blocks Shiga toxin action in Vero cells. Vero cells, Shiga toxin protein synthesis inhibition reporter. AID 2315. 9.2% of 290,000 active. inhibition, % at 38.7 µM; in the data active = inhibition mostly above about 28%, no sharp cut-off; inactive = mostly below about 43%; also: 0% is about no effect
An asterisk follows results filed as active; ? = inconclusive; . = not tested or not shown; & = joins results of further samples; [ ] = remark or other dose. Unless noted, calls follow the shape of the dose curve; as a rule, active = well fitted curve in the direction sought with a large enough effect; inconclusive = small, poorly fitted or top-dose-only effect, or another doubt; inactive = no such curve, though single readings can be large; an effect the other way counts as inactive or inconclusive. Compounds as they come; any-hit rate near 24%.

SMILES	LmPK inh	Pf growth 48h	TbPYK inhibitor	HCV inhibitor	Pf growth 96h	CHX counter	Shiga toxin inh
CC1Cc2ccccc2N1C(=S)NC(=O)c1cccc(Br)c1 (configuration not stated)	3%	?	-8%	?	?	1	-3
COc1ccc(CNC(=O)CSc2nnc(-c3ccc(NC(C)=O)cc3)n2C)cc1	3%	0%	-32%	4%	.	2	-18
COc1cc2c(cc1OC)/C(=C/c1ccc(Cl)cc1)C(=O)OC2	12%	-24%	-10%	-5%	?	-5	-11
CN1C(=S)SC(N2OC3C(=O)N(c4ccccc4)C(=O)C3C2c2ccc(Cl)cc2)C1(C)C (configuration not stated)	-3%	28%	-2%	17%	0%	-2	-4
Cc1ccc(CNC(=O)c2cccc(S(C)(=O)=O)c2)cc1	1%	6%	-20%	16%	.	13	-21
Cc1ccc(C(C)NC(=O)c2cc(C)oc2C)cc1 (configuration not stated)	-2%	4%	3%	10%	4%	-3	-22
c1coc(C2Nc3ccccc3C3OCCC23)c1 (configuration not stated)	4%	4%	2%	16%	18%	8	16
COc1ccc(/C=C/C(=O)OCc2csc(-c3ccccc3)n2)cc1OC	-3%	2%	-7%	-28%	?	-1	-6
CC1(C)Cc2c(sc(/N=C/N3CCCCC3)c2C#N)C(C)(C)N1	4%	-8%	-14%	2%	.	-1	-3
Cc1cccc(N2C(=O)/C(=C/c3ccc(CN(CCC#N)S(C)(=O)=O)o3)C(=O)NC2=S)c1	22%	-11%	?	12%	.	2	-12
O=C(CN1C(=O)/C(=C/c2ccccc2)Sc2ccccc21)NCCCN1CCOCC1	3%	-6%	-6%	-17%	49%[activator]	10	-5
CCCC[N+]12C3C[C@H](C4[C@H](O)[C@]5(C[C@@H]41)c1ccccc1N(C)[C@@H]35)[C@H](CC)[C@H]2O (some centres not stated)	-2%	13µM*	1%	-6%	?	-3	-13
COc1ccc(-c2csc(NC(=O)C3CCCO3)n2)cc1 (configuration not stated)	1%	79%[activator]	-6%	?	68%[activator]	43*	82*
COc1ccc2[nH]c(=O)c(CN(Cc3ccc(C)cc3)Cc3nnnn3CC3CCCO3)cc2c1 (configuration not stated)	7%	?	-1%	6%&12%	8.3µM*	40*	40*
O=C(OCC(=O)c1ccc(Cl)s1)c1ccc2ccccc2n1	-3%	13%	8%	13%	41%[activator]	8	-9
O=C(CS(=O)(=O)c1c[nH]c2ccccc12)N1CCCCCC1	3%[11.5 µM]	12%	1%	?	-23%	-4	-12
COc1ccc(CNc2cc([N+](=O)[O-])ccc2OC)cc1	0%	4%	-15%	?	20%	0	-9
CCOC(=O)C1=C(COC(=O)/C=C/c2ccc(OCC)c(OC)c2)NC(=O)NC1C (configuration not stated)	.	?	0%	?	?	.	.
CC(=C/c1ccccc1)/C=N/NC(=O)c1nnn(-c2nonc2N)c1CN1CCC(C)CC1	7%	?	4%	?	?	-2	-7
COc1ccc(NC2=NCCC(=O)N2Cc2cccs2)cc1	6%	-29%	-10%	11%	128%[activator]	-1	12
CN(CC(O)COc1c(F)cc(Br)cc1F)C1CCCCC1 (configuration not stated)	-4%	9.3µM*	0%	-14%	36%[activator]	-4	11
COc1ccccc1CNC(=O)COC(=O)c1ccc(NC(N)=O)cc1	-1%	?	-13%	6%	.	1	-20
O=C(CCc1ccccc1)Nc1cc2c(cc1Cl)OCCO2	-1%	156%[activator]	-6%	3%	251%[activator]	47*	80*
Cc1ccccc1C(=O)NNC(=O)Cc1cccc2ccccc12	1%	5%	5%	?	.	-1	-18
O=C1CCCCN1CC(=O)N1CCCC(Nc2ccc(F)cc2)C1 (configuration not stated)	0%	-11%	1%	7%	4%	1	18

Only TbPYK inhibitor, for some of the entries so far:
SMILES	TbPYK inhibitor
CCOC(=O)C1=C(COC(=O)/C=C/c2ccc(OCC)c(OC)c2)NC(=O)NC1C (configuration not stated)	0%
CC1Cc2ccccc2N1C(=S)NC(=O)c1cccc(Br)c1 (configuration not stated)	-8%

More structures
SMILES	LmPK inh	Pf growth 48h	TbPYK inhibitor	HCV inhibitor	Pf growth 96h	CHX counter	Shiga toxin inh
CCOc1ccc(CN(C(=O)c2oc3ccccc3c2C)C2CCS(=O)(=O)C2)cc1 (configuration not stated)	1%	-40%	0%	.	?	8	-17
Cc1ccc(C)c(N2CCN(c3ccc4cc(S(=O)(=O)N5CCCCC5)ccc4n3)CC2)c1	1%	1%	6%	22%	9.3µM*	11	-5
Cc1cc(C)nc(SCC(CSc2nc(C)cc(C)n2)C(=O)O)n1	-3%	6%	-5%	-4%	51%[activator]	-2	18
CCC(=O)C1CCCN(C(=O)c2ccc(OC3CCN(C(=O)CCOC)CC3)cc2)C1 (configuration not stated)	1%	7%	-9%	-6%	20%	-2	14
CN1CCc2cccc(Cl)c2CC1	.	-1%	5%	1%	?	.	.
CCOC(=O)C(CC)/C(C)=N/NC(=O)c1ccc([N+](=O)[O-])cc1 (configuration not stated)	-9%	-3%	-10%	-8%	51%[activator]	-2	3
C/C(=N\NC(=O)c1nn(C)cc1Br)c1cccc(NC(=O)C(C)(C)C)c1	0%	?	2%	?	?	32*	98*
CC1CC(C)CN(C(=O)c2cc(-c3ccncc3)nc3ccccc23)C1 (configuration not stated)	.	9.3µM*	6%	-23%	?	.	.
Cn1nc(-c2ccc(N3CCOCC3)c(NS(=O)(=O)c3ccccc3)c2)c2ccccc2c1=O	-1%	?	-7%	10%	.	-3	-4
COC(=O)CSc1nc2cc(Cl)ccc2c(=O)n1C1CCCC1	-1%	-2%	1%	-18%	?	-1	2
O=C(NCCc1ccccc1)c1ccc2[nH]c(=O)c(=O)[nH]c2c1	-2%	22%	-1%	18%	23%	-2	-7
CC(=O)Nc1ccc(S(=O)(=O)N(C)c2ccc(O)cc2)cc1	-1%	-2%	15%	-14%	25%	5	-4
O=C(OCCc1cc2ccccc2c(=O)o1)c1ccccc1C(F)(F)F	.	?	0%	22µM*	?	.	.
COC(=O)c1cc2oc(C)cc2n1CC(=O)N1CCCc2ccccc21	5%	?	-19%	?	6.6µM*	14	32
Cc1cccc(C)c1OCc1n[nH]c(=S)n1-c1ccccc1	-14%	-5%[5.75 µM]	?	0%	26%	-2	-4
COc1cc(C)ccc1OCCCON1C(=O)CCC1=O	5%	.	-1%	20%	90%[activator]	11	20*
Cn1cnc([N+](=O)[O-])c1Nc1cccc(O)c1	-1%	18%	-1%	11%	?	-1	-10
OCC[C@H]1C[C@@H](O)[C@H](O)[C@@]2(Cc3ccccc3CO2)O1	.	5%	-2%	2%	68%[activator]	.	.
Cc1nc2nc(COc3ccccc3)nn2c(C)c1Cl	0%	8%	1%	8%	.	1	-7
Cc1ccc(-c2nn3c(C)nnc3s2)cc1NC(=O)c1ccc(Br)o1	5%	.	0%	10%	?	-1	19
COC(=O)c1nc2n(n1)C(c1ccc([N+](=O)[O-])cc1)C(C(=O)Nc1ccc(Cl)cc1)=C(C)N2 (configuration not stated)	2%	1.7µM*	-10%	-13%	-66%	-2	-16
Cc1cc(N2CC(C)OC(C)C2)nc2ccccc12 (configuration not stated)	2%	93%[activator]	-3%	?	9%	-4	15
Cc1[nH]c2ccc(C(=O)NC3CCC(C)CC3)cc2c1C (configuration not stated)	2%	12%	1%	-3%	?	26*	58*
O=C(CSc1ccc2ccccc2n1)NC1CC1	.	5%	0%	26%	?	.	.
COc1ccc(S(=O)(=O)c2nnn(-c3cccc(Cl)c3)c2N)cc1	3%	?	1%&3%	-8%	?	0	-3

Entries shown so far with an NH in an aromatic ring (5):
SMILES	LmPK inh	Pf growth 48h	TbPYK inhibitor	HCV inhibitor	Pf growth 96h	CHX counter	Shiga toxin inh
COc1ccc2[nH]c(=O)c(CN(Cc3ccc(C)cc3)Cc3nnnn3CC3CCCO3)cc2c1 (configuration not stated)	7%	?	-1%	6%&12%	8.3µM*	40*	40*
O=C(CS(=O)(=O)c1c[nH]c2ccccc12)N1CCCCCC1	3%[11.5 µM]	12%	1%	?	-23%	-4	-12
O=C(NCCc1ccccc1)c1ccc2[nH]c(=O)c(=O)[nH]c2c1	-2%	22%	-1%	18%	23%	-2	-7
Cc1cccc(C)c1OCc1n[nH]c(=S)n1-c1ccccc1	-14%	-5%[5.75 µM]	?	0%	26%	-2	-4
Cc1[nH]c2ccc(C(=O)NC3CCC(C)CC3)cc2c1C (configuration not stated)	2%	12%	1%	-3%	?	26*	58*

Next section
SMILES	LmPK inh	Pf growth 48h	TbPYK inhibitor	HCV inhibitor	Pf growth 96h	CHX counter	Shiga toxin inh
CN(C)c1ccc(NC(=O)Nc2cccc3ccccc23)cc1	-5%	40%[activator]	-9%	-8%	?	36*	77*
CCOc1ccc(N(CC(=O)Nc2cc(C)cc(C)c2)S(C)(=O)=O)cc1	4%	18%	-3%	?	4%	59*	75*
CC(C)(C)CC(=O)Nc1ccc(-c2cn3cccnc3n2)cc1	2%	67%[activator]	-16%	0%	-17%	39*	72*
CCOC(=O)c1ccc(NC(=S)Nc2ccccc2)cc1	-1%	44%	-2%	?	34%[activator]	9	18
Cc1nc(Nc2ccc(S(=O)(=O)N3CCCCC3C)cc2)c2nnn(Cc3ccccc3)c2n1 (configuration not stated)	-3%	?	-2%	?	35%[activator]	1	-7
COCCn1c(-c2ccc(OC)cc2)cnc1SCC(=O)Nc1cc(C)on1	-3%	.	1%	?	.	-1	-8
O=C(NCc1nc2ccccc2[nH]1)C1=C[C@@H](c2csc3ccccc23)C[C@@H](OCCCCO)O1	4%	2.6µM*	-7%	-20%	2.1µM*	-2	-3
Oc1cccc(C(=S)N2CCC(Cc3ccccc3)CC2)c1	5%	12%	-8%	21%	?	0	-9
Cn1c(CNC(=O)c2ccco2)nnc1SCC(=O)Nc1c(F)cc(F)cc1Br	-1%	-12%	9%	15%	51%[activator][5.75 µM]	-2	-14
COC(=O)C1=C(C)N(Cc2ccccc2)C(=NCCc2ccccn2)N[C@H]1c1cccc(C(F)(F)F)c1	-8%	?	-4%	?	?	-4	11
CCOc1ccc(-n2c(SCc3cc(=O)oc4cc(C)ccc34)nnc2-c2cccnc2)cc1	1%	?	-14%	?	?	2	-9
O=C(NN1C(=O)/C(=C/c2ccc(O)c([N+](=O)[O-])c2)SC1=S)c1ccccc1Cl	-5%	-4%	-13%	?	14%	-5	-2
O=C(O)c1ccc(-n2cncn2)c([N+](=O)[O-])c1	7%	33%[activator]	-15%	7%	0%	1	8
N/C(=N\OC(=O)CC1CCCCC1)c1ccccn1	?	102%[activator]	-4%	6%	107%[activator]	14	39
O=C(NNC(=O)C1COc2ccccc2O1)c1ccccc1 (configuration not stated)	-6%	13%	1%	-5%	6%	-4	-2
OCc1nc2ccccc2n1CCCOc1ccccc1	2%	164%[activator]	-2%	-12%	?	30*	35*
C=CCN1C(=O)C2C(C(=O)NC)C3(C)C=CC2(O3)C1C(=O)NCc1ccc(OC)cc1 (configuration not stated)	0%	4%	30%	2%&5%	8%	-6	-4
COc1ccc(CNC(=O)C(c2ccco2)N(Cc2cccs2)C(=O)Cc2cccs2)cc1 (configuration not stated)	1%	?	-1%	?	?	2	-2
